yeast mec2-1: NCI yeast anticancer drug screen, S. cerevisiae mec2-1 strain; 79,000 tested, 9% active; AID 157; growth inhibition, % at 50 µM;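 further: 0% = growth of vehicle-only cultures of the same strain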
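Vehicle-treated cultures served as reference for growth inhibition of compound-exposed mec2-1 yeast.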
cln2 rad14: NCI yeast anticancer drug screen, S. cerevisiae cln2 rad14 strain. growth inhibition, % at 50 µM. 78,000 tested, 8.3% active. AID 165;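 further: 0% = growth of vehicle-only cultures of the same strain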
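Relative to vehicle controls, growth inhibition of compound-treated cln2 rad14 yeast was recorded.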
mlh1 rad18: NCI yeast anticancer drug screen, S. cerevisiae mlh1 rad18 strain. % growth inhibition at 50 µM. 79,000 tested, 11% active. AID 175;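 further: 0% = growth of vehicle-only cultures of the same strain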
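Compound-treated yeast growth, normalised to vehicle controls. Strain bears defined DNA repair mutations.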
yeast rad50: NCI yeast anticancer drug screen, S. cerevisiae rad50 strain; % growth inhibition at 50 µM; 79,000 tested, 10% active; AID 155;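 further: 0% = growth of vehicle-only cultures of the same strain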
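A DNA repair-deficient yeast mutant serves as the test organism; compound-induced growth inhibition is calculated against vehicle-treated cells.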
sgs1 mgt1: NCI yeast anticancer drug screen, S. cerevisiae sgs1 mgt1 strain; 78,000 tested, 10% active; AID 161; growth inhibition, % at 50 µM;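 further: 0% = growth of vehicle-only cultures of the same strain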
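Read-out: growth inhibition vs vehicle controls. Cells: mutant yeast strain deficient in DNA damage repair.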
yeast bub3: NCI yeast anticancer drug screen, S. cerevisiae bub3 mutant strain. % growth inhibition at 50 µM. 78,000 tested, 9.9% active;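 further: 0% = growth of vehicle-only cultures of the same strain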
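Part of a panel of yeast mutants defective in DNA damage repair or cell cycle regulation. Each strain is grown with compound, and inhibition is calculated relative to solvent-treated cultures.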
* = called active by the depositor; . = no result given; & = joins results of further samples. No stated cut-off is given here; in the data, active means growth inhibition above about 70%; inactive means the rest.

SMILES	yeast mec2-1	cln2 rad14	mlh1 rad18	yeast rad50	sgs1 mgt1	yeast bub3
CC(=O)c1ccccc1NS(=O)(=O)c1ccc2nc(C)n(NS(=O)(=O)c3ccccc3C(C)=O)c(=O)c2c1	20	7	29	44	-5	5
CC(=O)C(OCCCl)OCCCl	-8	-2	-3	3	2	0
COCOc1ccc(C(=O)C(C)c2ccc(OCOC)cc2OCOC)c(O)c1 (stereo not given)	17	23	37	39	27	41
Cn1cnc(=O)c2[nH]cnc21	-11	-16	-2	0	-8	-4
Cc1ncc(CSC(=N)N)n1Cc1ccccc1	-11	-18	-24	-34	-7	-11
COc1ccccc1NC(=O)N(C)Cc1ccc(Cl)cc1	19	4	33	11	19	47
Cn1c(=S)[nH]c(N)c(Cc2ccccc2)c1=O	7	0	-41	14	10	-4
CCn1c(=O)oc2ccccc2c1=O	-7	-5	-16	3	-1	-6
COC(=O)CCCC(NC(=O)c1ccc([N+](=O)[O-])cc1)C(=O)OC (stereo not given)	-9	5	15	19	14	14
CCCCOC(=O)c1ccc(NC(=O)CCC(C)N2CCOCC2)cc1 (stereo not given)	19	19	18	0	18	3
O=C(O)COc1ccc(F)cc1[N+](=O)[O-]	-10	-41	9	12	-2	-11
NC(CS)=NC1CCCCC1	-9	-78	24	17	-14	5
Cc1ccc(C(=O)/C=C/c2ccc(N(C)C)cc2)cc1	2	31	44	39	35	29
OCCCCCOCc1ccccc1	4	43	23	19	42	-9
Cc1ccc(/S(Cc2ccccc2)=N\S(=O)(=O)c2ccc(C)cc2)cc1 (stereo not given)	-36	-13	-33	-40	-61	-28
COC1CCC(/C=C(\C#N)C2CCC([N+](=O)[O-])CC2)CC1Br (stereo not given)	12	12	15	14	22	5
COc1ccc(C2=C(Cl)C(=O)N(c3ccccc3Cl)C(=O)C2(Cl)Cl)cc1	99*	72*	97*	93*	98*	97*
CC/C(=N\OC(=O)Nc1ccccc1)c1ccc(OC(=O)Nc2ccccc2)cc1	55	50	76*	61	77*	33
O=C(OC1C2CCC2C2CC21)c1ccc([N+](=O)[O-])cc1[N+](=O)[O-] (stereo not given)	38	40	63	36	59	37
CCCCCCCC/C=C\CCCCCCCCCCCC(=O)O	6	-46	-6	-6	0	-17
O=Cc1cc2c(cc1Br)OCO2	16	10	8	40	22	-26
CC(=O)NC(C)/C(C)=N/NC(N)=O (stereo not given)	-11	1	5	-14	-11	11
CC12CC3(C)CC(C)(C1)CC(C(NC(C)(C)C)C(=O)O)(C2)C3 (stereo not given)	20	6	21	17	12	19
CCOC(=O)c1cc(Cl)nc2ccc(OC)cc12	9	41	15	0	20	49
COc1cc(O)c(O)cc1C(C)(C)C	25	-12	-1	36	45	37
COc1cc(-c2nc3ccccc3[nH]2)ccc1O	17	3	8	41	6	2
COc1cc2c(c([N+](=O)[O-])c1)NC(=O)CS2	-61	-4	-28	-81	-17	1
CC(C)(O)Cc1ccccc1	-24	-54	-8	-9	-26	-20
O=[N+]([O-])c1ccc(N2CCCC2)cc1	-8	1	-17	14	-7	14
O=C1c2ccccc2C(=O)c2c(NCCNCCO)ccc(O)c21	85*	50	86*	85*	87*	85*
CCC(C)NC(=O)C(C)C (stereo not given)	-4	-33	16	3	-3	-3
c1ccc2c(c1)ccc1cc3c(ccc4ccccc43)cc12	-11	13	12	15	8	35
O=C(NC1C/C(=N/O)c2c(Br)sc(Br)c21)C(F)(F)F (stereo not given)	-19	12	-35	9	-14	-7
C/C(=N/O)c1cccc([N+](=O)[O-])c1	16	-14	-7	-11	-5	-4
COc1cc(OC)c(/C=C2\N=C(C)N(Nc3nnc(NN4C(=O)/C(=C/c5c(OC)cc(OC)cc5OC)N=C4C)c4ccccc34)C2=O)c(OC)c1	-2	-2	8	0	-13	-3
S=C1Nc2cnc3ccccc3c2SC1c1ccccc1 (stereo not given)	92*	90*	85*	87*	88*	91*
COc1cccc(-c2cc(=O)c3cc(N4CCOCC4)ccc3[nH]2)c1	-28	-2	-58	-36	-23	-41
COC(=O)C(N)CSC (stereo not given)	-6	-40	-14	19	-2	10
C(=N\N(c1ccccc1)c1ccccc1)/C(c1ccccc1)c1ccccc1	-3	-4	-4	3	2	2
CC1(C)C2CCC1C(=O)C(C=O)C2 (stereo not given)	16	32	-42	-10	-22	-40
CC(=O)OC1CCC2(C)C3=C(C(=O)CC2C1(C)C)C1(C)CCC(C(C)CCCC(C)C)C1(C)CC3 (stereo not given)	2	3	-1	0	-25	4
Cc1nc2c(=O)[nH][nH]c(=O)c2s1	5	-12	0	-17	-2	-4
O=C(O)CCBr	-10	0	44	8	44	6
COc1ccc(C(=O)N2N=C(C)C(C)(C)C2(C)O)cc1 (stereo not given)	-23	2	-2	-7	-24	-30
CCC(C)(C)NC(N)=O	23	-34	24	13	9	9
COc1ccc(C2c3cc4c(cc3OC(C)(O)C2C)OCO4)c(OC)c1 (stereo not given)	94*	89*	94*	96*	85*	43
COc1ccc(Nc2cc(Cl)ccc2C(=O)O)cn1	1	18	-5	4	-7	5
OCCC(N1CCOCC1)C(O)(c1ccccc1)c1ccccc1 (stereo not given)	-10	-5	-3	3	0	-27
C=CCOCCC=O	14	-20	55	45	36	48
CCC[CH2][Sn]([CH2]CCC)([O]C(=O)c1cc(F)ccc1F)[O]C(=O)c1cc(F)ccc1F	84*	70*	78*	84*	73*	79*
(continued)
SMILES	yeast mec2-1	cln2 rad14	mlh1 rad18	yeast rad50	sgs1 mgt1	yeast bub3
Nc1[nH]c(=O)[nH]c(=O)c1N=O	-40	6	-10	-10	-41	-24
CC(C)(C)SC(=S)SCC(=O)c1cc2cc(Br)ccc2o1	-26	-3	-8	-20	-12	-17
O=C1C(O)=C(O)C(=O)c2cc3c(cc21)OCO3	-23	-14	-3	-46	-8	-9
C=C(C)COc1ccc(C)cc1Br	-4	-52	-13	-4	0	7
CSCCC(NCCC#N)C(=O)O (stereo not given)	19	-13	3	-7	8	-28
C=C(C)OC1NC(=O)Oc2ccccc21 (stereo not given)	12	-37	17	-15	-12	-1
COC1OC(CBr)C(OC(C)=O)C(OC(C)=O)C1OC(C)=O (stereo not given)	13	9	19	6	-4	82*
CC(=O)OC/C=C(\C)CCC=C(C)C	-23	-7	-5	-22	-12	-1
CCCNc1nc2c(c(=O)n(C)c(=O)n2C)n1C	0	-30	8	-11	14	23
O=C(c1ccccc1)c1ccc2ccc(F)cc2c1C(=O)O	18	-18	-8	-4	2	17
Cc1ccc(C2SCC(=O)N2CCN2C(=O)CSC2c2ccc(C)o2)o1 (stereo not given)	8&16	0&3	-12&13	6&7	18&-2	-3&-1
CC(=O)COc1ccccc1	-10	6	15	-3	8	-7
CC(C)C(=O)NCCO	-6	-35	6	7	-15	4
O=C1OC(=O)C2C3CC(C4OC34)C12 (stereo not given)	29	-21	4	-12	-4	-10
NCCCOCCO	0	8	4	-3	-8	16
C=CCOCc1ccc(C(C)(C)CC(C)(C)C)cc1	14	-75	16	-5	9	16
CCOC(=O)C1CNCCC1=O (stereo not given)	-21	-1	-9	-5	-4	-11
CNCCCc1cc(-c2ccc([N+](=O)[O-])cc2)n[nH]1	0	13	7	-2	-3	14
CCCCOCCC1CCNCC1	-44	11	-24	-46	-52	-48
COC(=O)C(Cc1nc2ccc(Cl)cc2[nH]c1=O)C(=O)C(=O)Nc1cc(C)ccc1C (stereo not given)	5	-36	14	-19	-33	-26
COC(=O)Nc1cccc(-c2nc3ccc(NC(=O)OC)cc3c(=O)n2-c2ccccc2)c1	-17	9	5	-26	-23	-16
Nc1ncnc2c1nnn2CC(O)CO (stereo not given)	-19	-26	5	-36	-17	-3
Cc1c(C#N)c2n(c1C)CCN2	-14	-36	-4	-14	-9	-6
O=S(=O)(Oc1cccc2ccccc12)c1ccc(Br)cc1	-13	-10	-10	3	10	31
Oc1ccccc1C1SC(c2ccccc2O)SC(c2ccccc2O)S1 (stereo not given)	96*	93*	96*	97*	96*	97*
CCN(CC)CCCCSc1ccc([N+](=O)[O-])cc1[N+](=O)[O-]	45	59	72*	78*	73*	66
CC(=O)Oc1cc(C(C)C)ccc1C	-4	-1	15	27	18	0
CCCCCCc1cc2c(C)c(C)c(=O)oc2cc1OCCCOc1cc2oc(=O)c(C)c(C)c2cc1CCCCCC	-25	36	-46	-18	-12	-12
COc1cc(C(=O)/C(C)=N/O)cc(OC)c1OC	3	4	4	6	-15	21
N=c1nccnn1O	13	10	4	6	-8	-6

In another format: two of the compounds above.
mol | yeast mec2-1 | cln2 rad14 | mlh1 rad18 | yeast rad50 | sgs1 mgt1 | yeast bub3
CC(C)(O)Cc1ccccc1 | -24 | -54 | -8 | -9 | -26 | -20
O=[N+]([O-])c1ccc(N2CCCC2)cc1 | -8 | 1 | -17 | 14 | -7 | 14

(listing goes on)
SMILES	yeast mec2-1	cln2 rad14	mlh1 rad18	yeast rad50	sgs1 mgt1	yeast bub3
CCN(CC)CC(OC(C)=O)c1ccc2ccc3ccc(O)cc3c2c1 (stereo not given)	8	-6	19	16	-8	-3
O=S1(=O)CCC(NCCc2ccccc2)C1 (stereo not given)	-3	-39	-6	-8	4	1
CCCN(CCC)c1ccc(N=Nc2cc(Cl)ccc2Cl)cc1	-46	.	-8	-14	.	.
N#C/C(=C/n1c(=S)[nH]c2ccc([N+](=O)[O-])cc21)C(N)=O	-41	2	-71	-53	-50	-24
NNc1ccc(S(=O)(=O)O)cc1	3	-10	-1	11	4	33
COc1cc(C)cc2c1C(=O)C(Br)=CC2=O	92*	92*	90*	91*	92*	92*
C[N+](C)(CCNc1ccc(NCC[N+](C)(C)Cc2ccc([N+](=O)[O-])cc2)c2c1C(=O)c1c(O)ccc(O)c1C2=O)Cc1ccc([N+](=O)[O-])cc1	85*	78*	77*	72*	78*	77*
O=C1/C(=C/c2ccccc2)SC(=S)N1C1c2ccccc2Oc2ccccc21	15	39	30	35	54	5
O=C1Oc2ccccc2CC1C(=O)c1ccc(Cl)cc1 (stereo not given)	0	-61	8	-8	9	-21
c1ccc2c(c1)COC21c2ccccc2-c2ccccc21	5	4	27	26	15	39
O=C(O)C(=O)c1ccc(-c2ccccc2)cc1	12	16	11	32	11	-7
CCCC(=O)C(N)CC(C)C (stereo not given)	5	1	-4	-8	11	2
CCCCCN=C(C)C(C)=NCCCCC	74*	84*	95*	93*	31	97*
CCOC(=O)Cn1/c(=N/N=C(\C)c2ccc([N+](=O)[O-])o2)sc2cc(Cl)ccc21	9	14	3	-6	5	-4
c1ccc(Cn2nnnc2Nc2ccccc2)cc1	-11	20	10	-19	-4	26
C=CC(C)(C)c1c(OC(C)=O)cc2oc3c(OC(C)=O)c(OC(C)=O)cc(CC=C(C)C)c3c(=O)c2c1O	12	7	-1	34	11	-6
CC(O)/C=C/c1ccccc1O (stereo not given)	3	-42	-14	2	-14	-6
CC[C@@]1(C[C@H]2C[C@@]3(C(=O)OC)c4[nH]c5ccccc5c4CCN3C2=O)COC2(CCCCC2)O1	-3	6	42	10	49	6
Cc1cc(C)c(N=Nc2cc(C)c(N)cc2N)c(S(=O)(=O)O)c1	-1	-62	11	-22	-2	7
CC1(C)COCOC1c1ccccc1 (stereo not given)	11	-12	6	-6	-21	-1
Cc1cn(CCCn2cnc3c(N)ncnc32)c(=O)[nH]c1=O	-32	-7	-3	-13	-10	-31
OCCn1c2ccccc2c2ccccc21	-3	-17	-1	20	19	14
Cc1nc(N)c(N=O)c(=O)[nH]1	9	10	7	13	14	11
O=C(CCCC(=O)Nc1ccccc1)Nc1ccccc1	-7	-35	-16	-9	-2	-14
CN(/N=C(\C(=O)O)c1ccccc1)C1=NCCN1	-8	41	9	-12	-5	-1

Among those listed so far, these contain an aryl methoxy group.
SMILES	yeast mec2-1	cln2 rad14	mlh1 rad18	yeast rad50	sgs1 mgt1	yeast bub3
COc1ccccc1NC(=O)N(C)Cc1ccc(Cl)cc1	19	4	33	11	19	47
COc1ccc(C2=C(Cl)C(=O)N(c3ccccc3Cl)C(=O)C2(Cl)Cl)cc1	99*	72*	97*	93*	98*	97*
CCOC(=O)c1cc(Cl)nc2ccc(OC)cc12	9	41	15	0	20	49
COc1cc(O)c(O)cc1C(C)(C)C	25	-12	-1	36	45	37
COc1cc(-c2nc3ccccc3[nH]2)ccc1O	17	3	8	41	6	2
COc1cc2c(c([N+](=O)[O-])c1)NC(=O)CS2	-61	-4	-28	-81	-17	1
COc1cc(OC)c(/C=C2\N=C(C)N(Nc3nnc(NN4C(=O)/C(=C/c5c(OC)cc(OC)cc5OC)N=C4C)c4ccccc34)C2=O)c(OC)c1	-2	-2	8	0	-13	-3
COc1cccc(-c2cc(=O)c3cc(N4CCOCC4)ccc3[nH]2)c1	-28	-2	-58	-36	-23	-41
COc1ccc(C(=O)N2N=C(C)C(C)(C)C2(C)O)cc1 (stereo not given)	-23	2	-2	-7	-24	-30
COc1ccc(C2c3cc4c(cc3OC(C)(O)C2C)OCO4)c(OC)c1 (stereo not given)	94*	89*	94*	96*	85*	43
COc1ccc(Nc2cc(Cl)ccc2C(=O)O)cn1	1	18	-5	4	-7	5
COc1cc(C(=O)/C(C)=N/O)cc(OC)c1OC	3	4	4	6	-15	21
COc1cc(C)cc2c1C(=O)C(Br)=CC2=O	92*	92*	90*	91*	92*	92*
